Screens deposited in PubChem BioAssay by several laboratories.
HePTP inhibitor = inhibitors of human HePTP phosphatase. P35236. recombinant HePTP phosphatase activity, OD absorbance. inhibition, % at 20 µM. actives 0.64% (n = 110,000). AID 521; in the data active = inhibition above about 50%;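 note: plate controls were vehicle for no effect and reference inhibitor for full effect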
Target sequence (P35236 whole entry, looked up): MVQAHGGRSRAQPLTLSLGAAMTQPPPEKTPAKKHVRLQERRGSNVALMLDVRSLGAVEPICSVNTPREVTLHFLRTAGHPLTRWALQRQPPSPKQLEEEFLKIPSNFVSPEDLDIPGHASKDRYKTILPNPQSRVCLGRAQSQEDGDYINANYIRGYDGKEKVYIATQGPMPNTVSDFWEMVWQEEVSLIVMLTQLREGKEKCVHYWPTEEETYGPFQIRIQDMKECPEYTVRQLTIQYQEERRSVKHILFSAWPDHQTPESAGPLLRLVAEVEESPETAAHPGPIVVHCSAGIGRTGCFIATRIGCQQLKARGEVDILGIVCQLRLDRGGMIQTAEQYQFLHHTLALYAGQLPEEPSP
BAP1 inh = inhibitors of human BAP1 deubiquitinase | activity remaining (% of control), % at 20 µM | AID 436 | recombinant BAP1, Ub-AMC hydrolysis fluorescence kinetic; active compounds read low | actives 0.48% (n = 72,000);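 active = activity remaining at or below 50% of control, provided the compound also passes the data quality filters; inactive = the rest, including low values that fail the filters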;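 note: 100% = DMSO wells rate and 0% = substrate alone blank rate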
Target sequence (Q92560 whole entry, looked up): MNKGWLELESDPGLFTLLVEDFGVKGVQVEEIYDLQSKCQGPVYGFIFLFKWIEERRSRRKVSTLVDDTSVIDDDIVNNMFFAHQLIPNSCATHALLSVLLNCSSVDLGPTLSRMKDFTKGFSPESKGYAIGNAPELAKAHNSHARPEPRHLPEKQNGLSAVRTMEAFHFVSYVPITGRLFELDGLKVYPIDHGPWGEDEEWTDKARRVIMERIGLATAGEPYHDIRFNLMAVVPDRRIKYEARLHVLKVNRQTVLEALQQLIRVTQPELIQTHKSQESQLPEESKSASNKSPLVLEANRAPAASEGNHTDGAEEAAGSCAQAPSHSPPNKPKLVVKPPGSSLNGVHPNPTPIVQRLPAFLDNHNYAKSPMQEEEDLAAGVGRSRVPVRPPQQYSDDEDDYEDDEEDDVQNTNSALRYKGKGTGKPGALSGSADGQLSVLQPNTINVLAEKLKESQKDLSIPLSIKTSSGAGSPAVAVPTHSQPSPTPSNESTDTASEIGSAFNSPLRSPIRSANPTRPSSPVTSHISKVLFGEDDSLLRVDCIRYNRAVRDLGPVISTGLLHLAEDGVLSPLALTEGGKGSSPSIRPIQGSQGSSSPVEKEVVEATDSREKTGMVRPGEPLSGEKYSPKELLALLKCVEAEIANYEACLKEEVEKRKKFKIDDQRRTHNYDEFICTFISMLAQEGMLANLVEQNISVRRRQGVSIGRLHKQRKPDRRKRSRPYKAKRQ
An asterisk follows results filed as active; / = no result given; & = joins results of further samples.

HePTP inhibitor,BAP1 inh,compound
-2.8,98.6,COc1ccc(C)c(S(=O)(=O)Nc2ccc(OCC(=O)O)cc2)c1
5.9,104.8,CCOC(=O)N1CCN(CC(O)COC2CC(C)CC(C)(C)C2)CC1 (stereo unspecified)
-15.3,/,COc1ccccc1/C=C1/SC(=S)N(NC(=O)c2ccc(Cl)cc2)C1=O
8.5,/,Cc1ccc(-c2nc3ncccc3o2)cc1NC(=O)c1ccc2ccccc2c1
2.3,166.8,CSc1ccc(C2Nc3ccccc3NC3=C2C(=O)CC(c2ccccc2)C3)cc1 (stereo unspecified)
-1.4,60.4,COc1cc2c(cc1OC)-c1cc(NC3CC3)nc(=O)n1CC2
0.8,98.4,CN(Cc1ccccc1)Cc1nc2c([nH]1)c(=O)[nH]c(=O)n2C
-11.2,/,CC(=O)N(C1CC(C)C(C#N)(C#N)C1(C#N)C#N)N(C)C (stereo unspecified)
-5.7,/,Cc1cc(C)cc(-n2c(C)cc(/C=C3\NC(=O)NC3=O)c2C)c1
-8.1,77.6,N#C/C(=C(/O)COC(=O)CCc1ccc(S(=O)(=O)N2CCOCC2)cc1)c1nc2ccccc2[nH]1
11.2,/,Cc1ccc(/C=N/NC(=O)CSc2ncccn2)cc1
-5.1,77.1,CC(C)N(C(=O)Cn1c(SCC(=O)N2CCN(c3ccccc3)CC2)nc2ccccc21)C(C)C
/,50.7,Nc1ccccc1N1C(=O)c2ccccc2C1=O
-8.2,103.1,Nn1c(SCc2ccccc2)nnc1-c1ccco1
4.3,/,COc1ccc(C(N)=O)cc1N=NC1=C(O)CC(C)(C)CC1=O
11.5,/,COc1ccccc1NC(=O)Cc1ccc(F)cc1F
0.2,/,CC(=O)c1cc(C(=O)Nc2ccc(C(=O)O)cc2)oc1C
-2.2,64.6,CN(Cc1nc(-c2ccccn2)no1)S(=O)(=O)c1ccc(Cl)cc1
2.3,103.3,CC(=O)N(c1cccc(C)c1)C1SC(=O)N(c2ccccc2)C1=O (stereo unspecified)
7.3,114.6,CNc1nc(C)c(C#N)cc1C(C)=O
0.4,83.2,COc1ccc(/C(O)=C2/C(=O)C(=O)N(CCN3CCOCC3)C2c2ccc(C)cc2)cc1 (stereo unspecified)
-0.2,72.0,CCOc1cc(C)nc(NCCc2ccc(OC)c(OC)c2)n1
-4.6,/,O=C(Nc1ccc2c(c1)OCO2)c1ccc2c(c1)C(=O)N(CC1CCCO1)C2=O (stereo unspecified)
/,100.2,CCN(CC)C(=O)c1csc(-c2ccccc2)c1-c1ccccc1
4.6,97.7,CCOc1ccc(C(=O)NCc2cccnc2)cc1
4.2,103.2,CCCn1c(N)c(C(=O)CN2CCN(S(=O)(=O)c3cccs3)CC2)c(=O)[nH]c1=O
3.9,/,COc1ccccc1/C=C1\SC(=S)N(NC(=O)c2ccccc2O)C1=O
-10.6,/,Cc1ccc(Cn2c(C)nc3c(c2=O)c2nc4ccccc4nc2n3Cc2ccco2)cc1
9.3,99.2,O=C(c1cccc(Cl)c1)N1CCN(C(=O)c2ccco2)CC1
-1.0,89.4,CN(C)CC(C)(C)CNC(=O)C1CCN(Cc2ccccc2O)CC1

Entries of single compounds as entered above. Order of screens: HePTP inhibitor | BAP1 inh
Results for Nn1c(SCc2ccccc2)nnc1-c1ccco1 = -8.2 | 103.1
Results for COc1ccc(C(N)=O)cc1N=NC1=C(O)CC(C)(C)CC1=O = 4.3 | /

More structures:
HePTP inhibitor,BAP1 inh,compound
-2.5,/,Cc1c(NC(=O)/C=C/c2cn(-c3ccccc3)nc2-c2ccccc2)c(=O)n(-c2ccccc2)n1C
8.2,143.9,Cc1ccccc1-c1nc(CN2CCCC(C(=O)NCCCN3CCOCC3)C2)c(C)o1 (stereo unspecified)
-10.9,/,O=c1[nH]c(/C=C/c2ccc3c(c2)OCO3)nc2ccccc12
3.2,/,O=C1N/C(=N\N=C\c2ccc(O)cc2)SC1Cc1ccccc1 (stereo unspecified)
-8.7,/,Cc1onc(-c2ccccc2Cl)c1C(=O)N1CCN(Cc2ccc3c(c2)OCO3)CC1
-8.8,/,CCOc1cc(/C=C(\C#N)C(=O)NC(C)c2ccccc2)ccc1O (stereo unspecified)
4.6,97.1,O=C(Nc1cccnc1)c1cnn2c(C(F)F)cc(C3CC3)nc12
1.3,105.3,COc1ccc(CC(=O)n2nc(-c3cccnc3)nc2N)cc1
-8.9,/,Cc1sccc1/C=N/NC(=O)c1cccnc1
-3.1,100.2,CC(C)CN1C(=O)c2ccc(C(=O)Nc3ccccn3)cc2C1=O
-2.9,/,O=C1NC(=O)C(=Cc2cc(Br)ccc2OCc2ccc(Cl)cc2Cl)C(=O)N1
7.4,/,CC(C)c1ccc(/C=C/C(=O)N2CCN(c3ccc(F)cc3)CC2)cc1
10.1,/,O=C(/C=C/c1cccc([N+](=O)[O-])c1)NCCN1CCOCC1
/,147.5,Nc1cc2c(cc1C(=O)c1ccc(Br)cc1)OCCO2
2.7,/,CCOC(=O)C1=C(O)/C(=C\c2ccc(OC)cc2)N=C1C
-11.2,91.5,CCOC(=O)c1nnn(-c2nonc2N)c1CN(CC)CC
-6.2,/,CCc1ccc(NC(=O)c2ccccc2C(F)(F)F)cc1
4.9,/,COc1cccc(OC)c1C(=O)ON1C(=O)c2ccccc2C1=O
4.8,/,CC(O)CNc1ncnc2nc[nH]c12 (stereo unspecified)
7.0,/,Cc1ccc(OCCN2CCCC2)cc1C
0.4,71.5,C=CC[N+](C)(C)CCCNC(=O)/C=N/O
-12.7,/,CC(C)c1ccc(NC(=O)c2cccc(I)c2)cc1
10.0,101.9,O=C1NCCCc2c1oc1ccc(O)cc21
5.6,/,CCOc1cc2c(c([N+](=O)[O-])c1)NC(c1ccccc1)C1CC=CC21 (stereo unspecified)
2.1,/,CCC(=O)NCCC(c1ccco1)c1ccccc1OC (stereo unspecified)
8.3,/,CCOc1cc(C=O)ccc1OCCOc1ccc([N+](=O)[O-])cc1
10.2,98.2,COc1ccc(-c2csc(/C(C#N)=C(\O)CSc3nccn3C)n2)cc1OC
1.5,98.4,COc1nc(NC(C)(C)C)nc(Oc2ccc(=O)n(-c3ccccc3)n2)n1
/,165.0,CCC(C)N=Cc1c(NCCO)nc2c(C)cccn2c1=O (stereo unspecified)
-3.8,/,COc1ccccc1N1CCN(/N=C\c2ccccc2OCC(=O)O)CC1
10.5,111.0,COc1cc(C(C(=O)NC(C)(C)C)N(Cc2ccccc2)C(=O)c2cnccn2)cc(OC)c1OC (stereo unspecified)
6.1,126.8,CN1C(=O)NC(c2ccccc2)C2=C1CN(Cc1ccccc1)C2=O (stereo unspecified)
11.2,/,Cc1cccc(CC2SC(=Nc3ccccc3)NC2=O)c1 (stereo unspecified)
-2.9&7.6,88.3,Cn1c(NC(=O)c2ccco2)cc(=O)n(C)c1=O
7.0,/,O=C(Nc1ccc2c(c1)OCCO2)C(F)(F)F
-1.4,49.9*,CCOc1cc(C(=O)O)cc(Cl)c1OCC#N
13.3,/,COC(=O)c1cc(NS(=O)(=O)c2c(C)cc(C)cc2C)cc(C(=O)OC)c1
/,153.4,CC(O)CNc1nc2c(c(=O)n(C)c(=O)n2C)n1Cc1cccc(F)c1 (stereo unspecified)
7.8,/,OC(COc1cccc(OCC(O)CN2CCCC2)c1)CN1CCCC1 (stereo unspecified)
7.4,100.2,CCCCCn1c(CN2CCCCC2CC)nc2c1c(=O)n(C)c(=O)n2C (stereo unspecified)
7.9,97.6,O=S(=O)(NCc1ccccc1)c1ccc2c(c1)OCCO2
-8.0,112.8,COc1ccc(OC)c(C(=O)c2coc3ccc(O)c(CN4CCOCC4)c23)c1
3.8,/,CC(C)CC(=O)N1CCN(Cc2cccc(Oc3ccccc3)c2)CC1
8.0,/,O=C/C(=C\Nc1cccc(N/C=C(\C=O)c2nc3cc(Cl)ccc3o2)n1)c1nc2cc(Cl)ccc2o1
-13.1,/,Cc1ccc(C(=O)Nc2ccc(C(=O)OCC(C)C)cc2)cc1[N+](=O)[O-]
6.2,110.1,Cn1c(=O)c2c(nc(NCc3ccco3)n2CC(O)COc2ccccc2)n(C)c1=O (stereo unspecified)
-12.1,/,O=c1c2ccccc2nc(/C=C/c2cccc(Br)c2)n1Cc1ccccc1
10.4,/,COc1ccc(NC(=O)c2ccc(Br)o2)c(OC)c1
/,71.8,Cc1sc2c3ccccc3ccc2[n+]1CCC(=O)O
4.1,79.7,COCCn1nnnc1C(c1cc2cc(C)cc(C)c2[nH]c1=O)N1CCN(c2ccccc2F)CC1 (stereo unspecified)
-19.9,/,C/C(=N\N1C(=O)CN(Cc2ccccc2)C1c1ccccc1)c1ccccc1 (stereo unspecified)
4.6,/,COc1ccc(S(=O)(=O)N2CCN(Cc3cc(OC)ccc3OC)CC2)cc1
-8.4,124.9,COc1cc(-c2nn3c(-c4ccco4)nnc3s2)cc(OC)c1OC
-4.8,/,CCCOc1ccc(/C=N/N(C)c2cc(C)nc(-c3ccccc3O)n2)c(O)c1
14.6,99.6,C=CCn1c(SCC(=O)Nc2cccc(OC)c2)nnc1-c1cccnc1
11.0,118.5,Cc1cc2ncn(-c3nnnn3-c3ccccc3)c2cc1C
2.8,119.1,CCOC(=O)C1=C(CSc2nc3c(cc2C#N)CN(C)CC3)OC(N)=C(C#N)C1c1ccccc1 (stereo unspecified)
-2.7&6.8,85.4,Cc1sc2nc(SCC(=O)N3CCOCC3)[nH]c(=O)c2c1C
4.9,120.9,Cc1cc(=O)oc2cc(OCC(=O)OCc3nnc(-c4ccccc4)o3)ccc12
11.3,/,CCc1ccc(OCC(=O)Nc2cc(Cl)cc(Cl)c2)cc1

Taken from above:
`Cn1c(NC(=O)c2ccco2)cc(=O)n(C)c1=O` in BAP1 inh has 88.3
`COc1ccc(NC(=O)c2ccc(Br)o2)c(OC)c1` in HePTP inhibitor has 10.4

Next section
HePTP inhibitor,BAP1 inh,compound
10.8,93.2,O=C1C2CC=CCC2C(=O)N1c1nc2n(n1)C(c1ccccc1)CC(c1ccccc1)N2 (stereo unspecified)
-10.3,81.4,COc1ccccc1N1CCN(C(=O)C2CCN(S(=O)(=O)c3ccc(Cl)cc3)CC2)CC1
/,133.2,Cn1nc(C(=O)Nc2c(-c3ccccc3)nc3sccn23)c2ccccc2c1=O
2.6,85.6,Cn1nnc(NC(=O)c2cccc(OCc3ccccc3)c2)n1
9.6,92.7,O=C(CCn1c(=S)[nH]c2cc3c(cc2c1=O)OCO3)N1CCN(c2ccccn2)CC1
-0.4,108.9,O=C(CSc1ncn[nH]1)c1ccccc1
7.1,102.6,O=C(NC1CCCCC1)C(c1ccccc1F)N(Cc1ccco1)C(=O)Cn1nnc2ccccc21 (stereo unspecified)
-2.0,/,CC(C)CC(=O)NC(NC(=S)Nc1cccc(Cl)c1)C(Cl)(Cl)Cl (stereo unspecified)
6.8,105.4,Cc1cc(C)nc(N2CCC(C(=O)NC3CCCCCC3)CC2)n1
-5.7,116.6,CSc1ccc(S(=O)(=O)N2CCCC2)cc1
6.0,/,COc1ccc(/C=C/C(C)=C/C=C/C(C)=O)cc1
-6.7,/,COc1cccc2cc(-c3nc(-c4ccccc4)cs3)c(=O)oc12
2.8,/,Cc1occc1C(=O)Nc1ccccc1Cl
4.6,/,COC(=O)c1ccccc1NC(=O)CSc1nc(NC(=O)c2ccccc2)c2c(C)c(C)oc2n1
4.7,100.6,Cc1cc(NC(=O)CCC(=O)N(CC2CCCO2)C(C(=O)NC2CCCC2)c2ccccc2C)no1 (stereo unspecified)
-1.7,64.6,O=C(Nc1nccs1)NC(C(F)(F)F)C(F)(F)F
8.3,132.2,CCC(c1nnnn1Cc1ccccc1)N(Cc1cc2cc(OC)ccc2[nH]c1=O)CC1CCCO1 (stereo unspecified)
-3.7,123.8,CC(=O)Nc1ccc(OC(=O)CC2SC(=O)NC2=O)cc1 (stereo unspecified)
2.1,86.6,Cc1ccc(NC(=O)COc2ccc(/C(N)=N/O)cc2)cc1C
3.1,/,CN(C)c1ccc(C2/C(=C(\O)c3ccc([N+](=O)[O-])cc3)C(=O)C(=O)N2CCCCCC(=O)O)cc1 (stereo unspecified)
5.7,/,COc1ccc(C2=C/C(=C/c3ccc(OC)cc3OC)C(=O)O2)cc1
7.5,/,CON(C)c1nc(OCCNC(=O)COc2ccc(Cl)cc2Cl)nc(N(C)C)n1
5.1,94.5,CC(=O)/C(C(=N)N1CCN(Cc2ccccc2)CC1)=C(\C)O
-1.3,/,Cc1c(N(C(=O)c2cccc(Cl)c2)C(C)C)c(=O)n(-c2ccccc2)n1C
-23.5,/,N#Cc1c(/N=C\c2ccc(N3CCOCC3)c([N+](=O)[O-])c2)sc2c1CCCC2
1.1,87.5,CCN(CCCNC(=O)CN1C(=O)COc2ccccc21)c1cccc(C)c1
0.5,91.7,CC1CCN(C(=O)Cn2cc3c(n2)CCCC3)CC1
5.6,101.4,COc1cc(C2c3c(n[nH]c3C)C(=O)N2c2ccc(Br)cc2)ccc1O (stereo unspecified)
7.7,/,CCOC(=O)N1N=C(c2cccc([N+](=O)[O-])c2)CC1(O)C(F)(F)F (stereo unspecified)
-3.0,/,O=C1/C(=C/c2ccccc2)SC(=S)N1c1ccccc1Br
-12.5,/,O=C(Nc1ccccn1)c1ccc(S(=O)(=O)c2ccccc2)cc1
10.0,110.3,C=CCNC(=O)NC(=O)COC(=O)COc1ccc(Br)cc1F
-11.7,/,O=C1C(=O)N(c2nc3ccccc3s2)C(c2cccc([N+](=O)[O-])c2)/C1=C(/O)c1ccccc1 (stereo unspecified)
0.3,97.0,O=S(=O)(c1ccccc1Cl)N1CCC(O)(c2ccc3c(c2)OCO3)CC1

Compounds above containing two or more sulfur atoms, in the order listed:
HePTP inhibitor,BAP1 inh,compound
-15.3,/,COc1ccccc1/C=C1/SC(=S)N(NC(=O)c2ccc(Cl)cc2)C1=O
4.2,103.2,CCCn1c(N)c(C(=O)CN2CCN(S(=O)(=O)c3cccs3)CC2)c(=O)[nH]c1=O
3.9,/,COc1ccccc1/C=C1\SC(=S)N(NC(=O)c2ccccc2O)C1=O
10.2,98.2,COc1ccc(-c2csc(/C(C#N)=C(\O)CSc3nccn3C)n2)cc1OC
-2.7&6.8,85.4,Cc1sc2nc(SCC(=O)N3CCOCC3)[nH]c(=O)c2c1C
-5.7,116.6,CSc1ccc(S(=O)(=O)N2CCCC2)cc1
-3.0,/,O=C1/C(=C/c2ccccc2)SC(=S)N1c1ccccc1Br
